# DTT redox prof = compounds producing H2O2 with reducing agent – biochemical, NIH compound library profiling, artefact control for MLSCN library redox annotation, primary screen | DTT-dependent redox cycling H2O2, phenol red/HRP absorbance; 100% = 100 µM peroxide control, 0% = buffer | activation, % at 10 µM | 0.03% of 200,000 active | AID 878;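 active = activation of at least 50% relative to the plate's high and low controls in the primary single-dose screen; inactive = activation below 50%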;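 also: compound incubated with DTT at 0.8 mM final as the reducing agent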
# STAT1 inh = STAT1 signaling inhibition; 0.35% of 200,000 active; AID 920; NIH 3T3 STAT1-luciferase reporter, IFN-gamma, luminescence; inhibition, % at 5.5 µM;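 active = inhibition above a set limit, the mean inhibition across all tested compounds plus 3 SD, cut at about 34% in these data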;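 also: 0% = IFN-gamma with DMSO and 100% = IFN-gamma with 300 µM nifuroxazide; values of inactives mirror those of a sister screen read the other way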
# NF-kB neuron act = compounds increasing NF-kB expression in human neuronal cells; NF-kB reporter expression; hits give high values; fold change at 12.5 µM; 1.6% of 190,000 active; AID 1239; in the data active = fold change above about 3.3
# STAT3 act = increases IL-6 driven STAT3 reporter signal. U3A cells, IL-6 STAT3-luciferase reporter, luminescence; 100% = signal with IL-6 EC80 alone. activation (% of control), % at 5.6 µM. 0.91% of 190,000 active;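 active = activation above the screen-wide mean of compound activation plus 3 SD, cut at about 130% in these data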;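 also: 0% = background luminescence of wells with medium and substrate only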
#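 Material: STAT3-luciferase reporter U3A cells; Probe or stimulus: IL-6 (33 ng/mL); Incubation: compound pre-incubation 1 h before IL-6, then 6 h stimulation at 37 °C; Technique: luminescence from STAT3-driven luciferase reporter; Evaluation: % activation versus median of IL-6-stimulated wells; Controls: IL-6-only high control.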
# TLR4 MyD88 comp = blocks binding of human TLR4 to MyD88; AID 861; HeLa CL3-4 TLR4/MyD88 BLA complementation, FRET ratio; 0.18% of 200,000 active; inhibition, % at 8.4 µM; in the data active = inhibition above about 25%;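 also: 0% = vehicle and 100% = reference inhibitor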
# Target sequence (O00206 whole entry, looked up): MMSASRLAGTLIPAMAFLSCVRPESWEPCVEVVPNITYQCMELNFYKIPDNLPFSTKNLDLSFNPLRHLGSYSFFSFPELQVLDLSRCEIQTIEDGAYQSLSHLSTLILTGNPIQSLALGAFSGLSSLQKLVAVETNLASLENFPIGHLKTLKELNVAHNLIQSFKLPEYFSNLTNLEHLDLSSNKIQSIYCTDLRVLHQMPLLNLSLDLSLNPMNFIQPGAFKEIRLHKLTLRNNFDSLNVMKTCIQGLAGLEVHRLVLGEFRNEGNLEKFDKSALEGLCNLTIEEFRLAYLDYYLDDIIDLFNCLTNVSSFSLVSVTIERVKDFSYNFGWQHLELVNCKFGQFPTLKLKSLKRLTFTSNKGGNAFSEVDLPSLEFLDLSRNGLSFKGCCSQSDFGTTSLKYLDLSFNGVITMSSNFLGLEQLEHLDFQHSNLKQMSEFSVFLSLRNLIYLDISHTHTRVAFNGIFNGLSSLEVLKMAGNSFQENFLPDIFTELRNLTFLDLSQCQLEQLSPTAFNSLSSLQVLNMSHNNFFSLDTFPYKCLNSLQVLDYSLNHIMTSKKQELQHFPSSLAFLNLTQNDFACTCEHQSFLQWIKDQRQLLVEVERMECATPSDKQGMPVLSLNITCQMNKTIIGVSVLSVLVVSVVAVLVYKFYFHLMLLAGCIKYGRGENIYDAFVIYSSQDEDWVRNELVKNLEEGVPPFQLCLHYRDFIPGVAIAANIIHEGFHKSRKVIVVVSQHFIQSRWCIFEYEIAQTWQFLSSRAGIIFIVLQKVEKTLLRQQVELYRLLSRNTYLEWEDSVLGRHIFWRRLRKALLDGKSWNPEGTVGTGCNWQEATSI
# Target sequence (Q99836 whole entry, looked up): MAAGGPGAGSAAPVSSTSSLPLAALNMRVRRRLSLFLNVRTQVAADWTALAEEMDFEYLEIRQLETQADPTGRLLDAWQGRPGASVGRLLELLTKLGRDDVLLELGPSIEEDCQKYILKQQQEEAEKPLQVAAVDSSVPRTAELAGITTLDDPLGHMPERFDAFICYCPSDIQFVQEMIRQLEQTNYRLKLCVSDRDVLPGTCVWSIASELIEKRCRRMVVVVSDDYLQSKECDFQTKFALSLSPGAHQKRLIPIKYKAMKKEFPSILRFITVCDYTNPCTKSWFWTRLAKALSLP
# STAT3 inh = inhibitors of IL-6 induced STAT3 signaling; U3A cells, IL-6 STAT3-luciferase reporter, luminescence; host cell line lacks STAT1; inhibition, % at 5.5 µM; 0.89% of 190,000 active;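 active = inhibition above the mean inhibition across all screened compounds plus 3 SD, cut at about 44% in these data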;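 also: 0% = DMSO only wells and 100% = 100 µM nifuroxazide control wells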
# Hsp70 activator = switches on Hsp70 transcription | HeLa Hsp70 promoter luciferase reporter, luminescence; scaled: vehicle 0, proteasome-inhibitor control 100% | activation, % at 10 µM | 0.04% of 200,000 active;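 active = activation above the mean across all tested compounds plus 3 SD, cutoff set per campaign, cut at about 5.5% in these data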;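 also: 100% = MG132 at 30 µM as the positive control and 0% = DMSO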
# STAT1 act = STAT1 signaling activation | 2.6% of 200,000 active | AID 932 | NIH 3T3 STAT1-luciferase reporter, IFN-gamma, luminescence; 100% = IFN-gamma alone, no compound | activation (% of control), % at 5.5 µM;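 active = activation above the screen-wide mean activation plus 3 SD, cut at about 130% in these data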;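 also: raw ratio to IFN-gamma control signal so 100% means no change and 0% no light; values of inactives mirror those of a sister screen read the other way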
# APP 5'UTR act = activates APP 5'UTR luciferase reporter. SH-SY5Y APP 5'UTR luciferase reporter, luminescence; zero percent = DMSO vehicle wells. activation, % at 2 µM. 1% of 190,000 active. AID 1276;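 active = activation above a set limit, based on mean plus 3 SD of controls, cut at about 140% in these data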; also: values of inactives mirror those of a sister screen read the other way
# HMGR II inh = blocks class II HMG-CoA reductase of Enterococcus faecalis; purified E. faecalis HMGR, NADPH absorbance 340 nm kinetic; 0.41% of 190,000 active; inhibition, % at 10 µM; AID 1066;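 active = inhibition above a set limit, the median over all tested compounds plus 3 SD, cut at about 9.5% in these data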;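 also: enzyme runs in reverse so mevalonate oxidation gives rising NADPH absorbance; 0% = complete reaction with DMSO and 100% = background rate lacking mevalonate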
# An asterisk follows results filed as active; · = not tested or not shown; & = joins results of further samples. Hits appear at their usual frequency; overall some 5.6% were active at least once.
# Results follow in this order: DTT redox prof, STAT1 inh, NF-kB neuron act, STAT3 act, TLR4 MyD88 comp, STAT3 inh, Hsp70 activator, STAT1 act, APP 5'UTR act, HMGR II inh
CCOC(=O)CSc1nnc(-c2ccc(OC)cc2)n1CC
→ 0.6, 7, 0.9, 95, 3, 9, -0.4, 93, -10, -5
CCN(CC(=O)NC(C)C)C(=O)c1ccc(Cl)cc1
→ 0.2, 10, 1.2, 100, -8, 2, -0.2, 91, -12, 1
Cc1ccc(N(C)C(=O)N2CCN(c3ccccn3)CC2)cc1
→ 0.2, -3, 1.1, 92, 1, 15, 0.1, 103, -6, 3
CCSc1nnc(NC(=O)CSc2nnc(-c3c[nH]c4ccccc34)n2C)s1
→ -0.7, -5, 1.1, 97, -4, 12, -0.2, 104, ·, 4
O=C1c2cccnc2C(=O)N1Cc1ccc2c(c1)OCO2
→ -0.8, -6, 1, 102, 3, 4, -0.4, 106, 25, -1
Cc1ccc(S(=O)(=O)N2CCC(=O)N(C(COCc3ccc(Cl)cc3)C(C)C)CC2)cc1 (configuration not stated)
→ 0.0, 21, 0.97, 102, -8, -5, -0.1, 81, -28, -1
Cn1c(NCc2ccco2)nc2ccccc21
→ 0.8, -6, 1.7, 112, 11, -11, -0.3, 112, 15, -4
O=C(CNC(=O)/C(=C\c1ccc(Br)cc1)NC(=O)c1ccccc1)OCc1ccccc1
→ 0.3, 8, 0.8, 109, -9, -15, -0.5, 93, -3, 2
CCOC(=O)c1c(C)[nH]c(C)c1C(=O)COC(=O)c1nc2nccc(C)n2n1
→ -0.2, 0, 0.92, 104, -5, 1, 0.2, 100, -7, 4
CC(O)COc1ccc(/C(=N/O)c2ccccc2)cc1 (configuration not stated)
→ -0.1, -6, 1.4, 108, 0, -6, 0.1, 106, 2, -2
CCCc1oc(C(=O)O)cc1CN1CCCC1
→ 0.4, 6, 1.1, 102, 3, -3, -0.2, 87, ·, -6
COc1ccc2[nH]cc(C3N4CC5(C)CN3CC(C)(C4)C5=O)c2c1 (configuration not stated)
→ -0.7, 7, 1.2, 95, -15, 9, -0.4, 94, -11&5, -5
CCOC(=O)c1nnn(CC(=O)NC(=O)Nc2ccccc2)c1C(=O)OCC
→ -0.2, 4, 1.4, 98, 8, 4, -0.3, 96, 7, 0
Cc1cc(C(=O)CSc2nn3c(=O)c(C(C)(C)C)nnc3s2)c(C)n1C1CC1
→ -2.4, 0, 1, 95, 3, 8, -0.3, 98, 6, 1
CN(CCc1cn[nH]c1)Cc1nc(Cc2ccccc2)no1
→ -0.8, -2, 1, 102, -2, 3, -0.2, 101, -11, 2
COC(=O)c1ccccc1NC(=O)CNC(=O)c1ccc(OC)c(OC)c1
→ -0.2, 4, 0.85, 92, 17, 14, -0.2, 94, 6, 0
CCC(C)n1c(NC(=O)c2ccccc2)c(C#N)c2nc3ccccc3nc21 (configuration not stated)
→ 63*, 8, ·, 110, -34, -1, 0.0, 90, -4, ·
CN(Cc1ccco1)C(=O)C(Cc1ccccc1)NS(=O)(=O)c1ccc2c(c1)CCC(=O)N2 (configuration not stated)
→ -0.3, 3, 0.79, 107, -9, 1, -0.2, 97, -15, -2
CCCc1cc(=O)oc2cc(OCC(=O)N(C)C)c(Cl)cc12
→ -1.5, 6, 0.92, 101, -10, 5, -0.2, 95, 5, -2
CCn1c2ccccc2c2cc(NC(=O)CSc3nnc(-c4ccc(OC)c(OC)c4)n3N)ccc21
→ 3.6, -5, 0.64, 109, -5, -6, 0.0, 104, -2, -15
CCCCCCNC(=O)CC(c1ccccc1)c1cc(Br)ccc1O (configuration not stated)
→ 0.7, 1, 1, 104, -2, -1, -0.2, 101, -9, -6
COc1cccc2cc(-c3nnc(SCC(=O)Nc4cc(C(F)(F)F)ccc4Cl)n3N)oc12
→ 2.3, 2, 1.1, 105, 8, -1, 0.0, 98, 10, 2
Cc1ccc(C(=O)OCC(=O)NCC2CCCO2)c(C)c1 (configuration not stated)
→ -0.3, -8, 1.1, 101, -10, 1, -0.2, 106, 9, -2
CC(C)c1nnc(NC(=O)c2ccc(S(=O)(=O)N3CCOCC3)cc2)s1
→ -0.3, 3, 0.93, 106, 6, -7, -0.2, 98, 7, 1
CC(C)(C)c1cn(-c2ccc(F)cc2)c(=S)[nH]1
→ 0.0, 0, 1.2, 98, -8, 8, -0.3, 100, -1, 0
CCCC(=O)NC(=S)Nc1ccc(N2CCN(C(=O)c3cccs3)CC2)cc1
→ 8.1, 7, 1, 105, -1, 1, -0.1, 92, -10, 8
CC(C)Sc1cc(N2CCCC2)nc(-c2ccccc2)n1
→ -8.0, 1, 1.1, 96, -12, 8, -0.3, 99, 5, 0
O=S(Cc1ccc(Cl)cc1)CC(O)COc1ccc(Cl)cc1 (configuration not stated)
→ 0.2, 2, 0.96, 103, 3, 0, -0.1, 98, -4, -9
COc1ccc(C(=O)CSc2nc(SC)ns2)cc1OC
→ 3.2, 0, 0.79, 108, -2, -9, -0.4, 100, 11, 3
CC(C)NC(=O)c1ccc(-n2c(=S)[nH]c3ccccc3c2=O)cc1
→ -0.2, 0, 1.1, 90, -8, 14, -0.1, 100, 7, -3
O=S1(=O)CC/C(=N\Nc2ccccc2)c2ccsc21
→ 0.1, -8, 1.1, 91, 13, 16, 0.0, 105, 3, 1
CCCC(c1nnnn1Cc1ccccc1)N1CCN(c2ccccc2OC)CC1 (configuration not stated)
→ -0.2, -1, 1, 97, -3, 9, -0.6, 101, -11, 0
Cc1ccc(Nc2nnc(SCC3CCCCO3)s2)cc1 (configuration not stated)
→ 0.0, -22, 1.8, 113, -18, -17, -0.4, 120, 5, 0
O=C1c2ccccc2CCCC12N=NCC2c1cccc2ccccc12 (configuration not stated)
→ -9.0, 7, 0.79, 89, -11, 18, -0.2, 94, 9, 0
CC(=O)Nc1ccc(NC(=O)CN(c2ccc(C34CC5CC(CC(C5)C3)C4)cc2)S(C)(=O)=O)cc1
→ 0.2, -8, 1.2, 102, -11, 5, -0.4, 107, 11, 2
CCOCCCNC(=S)N1CCC(C(=O)c2ccc3c(c2)OCCO3)CC1
→ -0.2, 2, 1.3, 102, 0, 5, -0.1, 97, 6, -1
CCn1nnnc1NCc1cccc(Cl)c1
→ 0.5, -1, 0.88, 101, 3, 4, -0.1, 98, 16, -2
Cn1c(=O)c2c(nc(Br)n2CCSc2nc3ccccc3o2)n(C)c1=O
→ -0.1, 7, 1, 84, 1, 26, -0.3, 93, 3, 2
COc1cccc(C2/C(=C(/O)c3ccccc3)C(=O)C(=O)N2CCCC(=O)O)c1 (configuration not stated)
→ 0.9, 3, 1.1, 109, -13, 0, -0.3, 97, 6, 0
O=C(CC1C(=O)NCCN1C(=O)Nc1ccccc1)Nc1cccc(C(F)(F)F)c1 (configuration not stated)
→ 0.8, -10, 0.65, 106, 3, -4, -0.1, 111, -15, 1

# Some of the entries so far, with tabs:
SMILES	DTT redox prof	STAT1 inh	NF-kB neuron act	STAT3 act	TLR4 MyD88 comp	STAT3 inh	Hsp70 activator	STAT1 act	APP 5'UTR act	HMGR II inh
Cc1ccc(Nc2nnc(SCC3CCCCO3)s2)cc1 (configuration not stated)	0.0	-22	1.8	113	-18	-17	-0.4	120	5	0
O=C1c2ccccc2CCCC12N=NCC2c1cccc2ccccc12 (configuration not stated)	-9.0	7	0.79	89	-11	18	-0.2	94	9	0
CC(=O)Nc1ccc(NC(=O)CN(c2ccc(C34CC5CC(CC(C5)C3)C4)cc2)S(C)(=O)=O)cc1	0.2	-8	1.2	102	-11	5	-0.4	107	11	2
CCOCCCNC(=S)N1CCC(C(=O)c2ccc3c(c2)OCCO3)CC1	-0.2	2	1.3	102	0	5	-0.1	97	6	-1
CCn1nnnc1NCc1cccc(Cl)c1	0.5	-1	0.88	101	3	4	-0.1	98	16	-2
Cn1c(=O)c2c(nc(Br)n2CCSc2nc3ccccc3o2)n(C)c1=O	-0.1	7	1	84	1	26	-0.3	93	3	2
COc1cccc(C2/C(=C(/O)c3ccccc3)C(=O)C(=O)N2CCCC(=O)O)c1 (configuration not stated)	0.9	3	1.1	109	-13	0	-0.3	97	6	0
O=C(CC1C(=O)NCCN1C(=O)Nc1ccccc1)Nc1cccc(C(F)(F)F)c1 (configuration not stated)	0.8	-10	0.65	106	3	-4	-0.1	111	-15	1

# Further structures.
# Results follow in this order: DTT redox prof, STAT1 inh, NF-kB neuron act, STAT3 act, TLR4 MyD88 comp, STAT3 inh, Hsp70 activator, STAT1 act, APP 5'UTR act, HMGR II inh
O=C(CCn1c2c(c3ccccc31)CCCC2)NNC(=O)c1ccc(Cl)c([N+](=O)[O-])c1
→ 0.1, -1, 0.92, 99, -14, 0, -0.3, 100, 12, 1
COc1cc(-c2noc(CCCC(=O)NC3CCCCC3)n2)cc(OC)c1OC
→ 0.7, 2, 1.2, 94, 3, 14, -0.2, 98, 17, -12
Cc1cc[n+](-c2nc3ccccc3nc2C(=C=[N-])C#N)cc1
→ 2.5, 0, 2.1, 93, -1, 12, -0.4, 100, 0, -5
Cn1c(=O)c2cc(S(=O)(=O)NCCC(=O)Nc3ccc(F)cc3F)ccc2n(C)c1=O
→ -1.2, -1, 1.1, 109, -7, -6, -0.1, 99, -1, -3
CCSc1nnc(NC(=O)CSc2nc3c(cc2C#N)CCCC3)s1
→ -4.8, -1, 1.9, 88, -3, 18, 0.2, 100, 29, -2
COc1ccc(-c2nn3c(C4CCCCC4)nnc3s2)cc1OC
→ 2.0, -3, 0.49, 116, -6, -16, 0.0, 103, 10, -4
CCCS(=O)(=O)N1CCN(C(=O)COc2ccc(-c3ccccc3)cc2)CC1
→ -2.5, 5, 1.1, 93, -12, 12, -0.2, 96, -2, 0
CCCOC(=O)c1ccc(NC(=O)c2cc(OC)c(OC)c(OC)c2Br)cc1
→ 1.3, 4, 0.84, 109, -9, 0, 0.2, 103, -1, 2
COc1ccc(C(=O)Nc2ccc(C3CC3(Cl)Cl)cc2)cc1 (configuration not stated)
→ -0.1, -23, ·, 82, -5, 25, 0.6, 118, 62, 2
COC(=O)c1ccccc1OCC(=O)N1CCN(c2ccc(OC)cc2)CC1
→ -4.2, 7, 0.88, 94, -6, 12, -0.3, 93, -7, 3
CCN(CC)S(=O)(=O)c1ccc(C)c(NC(=S)NNC(=O)C2CC2)c1
→ -0.1, 2, 1, 97, 11, 3, -0.1, 98, 4, -5
COCCN=C1NN=C(c2cc(C)n(CC3CCCO3)c2C)CS1 (configuration not stated)
→ -1.1, 3, 0.52, 95, 16, 10, 0.1, 96, 6, -2
N#Cc1ccc(OCC(=O)Nc2ccccc2NS(=O)(=O)c2cccs2)cc1
→ 0.2, 7, 0.96, 106, 2, -4, 0.0, 93, -13, 1
CCn1c(SCC(=O)c2[nH]c(C)c(C(C)=O)c2C)nnc1-c1ccccc1
→ 0.9, 20, 0.78, 84, -5, 22, -0.5, 82, 9, -6
COc1cc(-c2nnc(CSc3nc4ccccc4s3)o2)cc(OC)c1OC
→ 1.9, 3, 0.43, 137*, -3, -35, -0.3, 97, 11, 0
COc1ccccc1/C=N/NC(=O)CCSc1ccccc1
→ -0.5, 6, 1.2, 105, -10, -5, -0.3, 95, -1, 3
